Source: PubChem BioAssay
KDM5B inh: Primary screen for KDM5B Histone Demethylases FDH-coupled qHTS. KDM5B demethylase, FDH-coupled NADH fluorescence (FDH is formaldehyde dehydrogenase). actives 2.6% (n = 220,000). Potency, µM (doses to about 57.7 µM), without a hit: at the highest dose activity change, negative = inhibition, hits mostly inhibitors. Lysine-specific demethylase 5B (Homo sapiens), Q9UGL1; active = well fitted inhibition curve with a large enough effect; inconclusive = small, poorly fitted or top-dose-only effect; inactive = no such curve, though single readings can be large or run the other way; note: 0% is about no effect; nearly all actives have a fitted effect of over 70% in size
Target sequence (Q9UGL1 whole entry, looked up): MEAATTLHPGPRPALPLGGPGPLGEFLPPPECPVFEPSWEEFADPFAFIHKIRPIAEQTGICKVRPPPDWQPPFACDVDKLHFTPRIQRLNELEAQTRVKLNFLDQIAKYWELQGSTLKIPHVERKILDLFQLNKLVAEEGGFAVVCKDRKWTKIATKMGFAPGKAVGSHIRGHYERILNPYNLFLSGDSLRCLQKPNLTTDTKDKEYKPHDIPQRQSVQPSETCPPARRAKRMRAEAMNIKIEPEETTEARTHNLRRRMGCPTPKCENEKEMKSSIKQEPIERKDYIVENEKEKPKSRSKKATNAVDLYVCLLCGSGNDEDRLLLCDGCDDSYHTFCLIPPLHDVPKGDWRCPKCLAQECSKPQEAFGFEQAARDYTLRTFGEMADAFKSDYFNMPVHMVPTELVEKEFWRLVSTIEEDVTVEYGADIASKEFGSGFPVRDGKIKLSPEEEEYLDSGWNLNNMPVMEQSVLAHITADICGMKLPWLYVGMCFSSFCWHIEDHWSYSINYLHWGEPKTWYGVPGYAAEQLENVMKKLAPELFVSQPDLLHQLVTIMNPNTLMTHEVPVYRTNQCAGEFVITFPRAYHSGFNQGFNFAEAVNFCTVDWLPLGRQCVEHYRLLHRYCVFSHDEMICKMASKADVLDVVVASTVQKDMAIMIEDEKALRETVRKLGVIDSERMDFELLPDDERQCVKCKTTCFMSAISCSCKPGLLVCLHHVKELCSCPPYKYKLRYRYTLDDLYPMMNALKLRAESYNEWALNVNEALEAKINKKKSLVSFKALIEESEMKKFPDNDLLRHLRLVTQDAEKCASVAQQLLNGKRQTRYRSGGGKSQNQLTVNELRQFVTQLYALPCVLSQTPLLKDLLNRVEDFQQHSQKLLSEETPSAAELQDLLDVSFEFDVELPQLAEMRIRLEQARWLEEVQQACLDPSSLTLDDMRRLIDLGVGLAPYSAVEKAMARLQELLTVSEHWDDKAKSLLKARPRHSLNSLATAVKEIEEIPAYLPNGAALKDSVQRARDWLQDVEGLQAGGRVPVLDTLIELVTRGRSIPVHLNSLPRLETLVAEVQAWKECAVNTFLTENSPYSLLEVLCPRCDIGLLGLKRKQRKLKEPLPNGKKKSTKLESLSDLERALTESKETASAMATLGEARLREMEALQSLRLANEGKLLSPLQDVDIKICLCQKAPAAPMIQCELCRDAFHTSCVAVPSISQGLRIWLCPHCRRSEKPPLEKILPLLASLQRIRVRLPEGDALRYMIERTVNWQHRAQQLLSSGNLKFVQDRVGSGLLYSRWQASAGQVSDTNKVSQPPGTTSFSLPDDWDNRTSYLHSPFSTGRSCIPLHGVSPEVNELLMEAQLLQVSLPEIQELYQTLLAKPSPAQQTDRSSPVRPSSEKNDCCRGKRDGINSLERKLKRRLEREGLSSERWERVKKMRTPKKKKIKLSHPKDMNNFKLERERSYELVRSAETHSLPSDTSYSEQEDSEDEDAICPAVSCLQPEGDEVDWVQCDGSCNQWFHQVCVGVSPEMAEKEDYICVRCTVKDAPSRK
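Compound dilutions met 200 nM (final) KDM5BΔAP for 10 min at room temperature before substrate addition. The substrate mix held 12.5 µM H3K4me3 with cofactors 25 µM α-ketoglutarate and 50 µM Fe²⁺. NADH signal gain over 30 min defined activity.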
Starred values were filed as active, the others as inactive; i = inactive; u = inconclusive; [ ] = another dose, or the depositor's remark. Potency is the fitted concentration of half-maximal effect. The list is partial (hit frequency here may not be typical).

KDM5B inh | compound
7.4% | CCOc1ccc(S(=O)(=O)n2ccnc2C)cc1C(C)(C)C
u | Cc1ccc(NC(=O)Nc2ccc3nc(N4CCN(C)CC4)cc(C)c3c2)cc1F
u | CCN1c2cc(C(=O)NCc3ccc(C(C)C)cc3)ccc2C(=O)N2CCCCCC21 (configuration not stated)
9.4% | O=C(NCCc1cccs1)c1ccc(CN2C(=O)CCn3nccc32)cc1
16.3% | CC1CCCN(CCS(=O)c2ccccc2)C1 (configuration not stated)
u | Cc1cccc(NC(=O)CN2C(=O)N/C(=C\c3ccccc3OCc3ccc(C(=O)O)cc3)C2=O)c1
-12.2% | Cc1ccc(NC(=S)NNC=O)cc1
u | Cc1ccc2nc(-c3cccc(Br)c3)cc(C(=O)NC3CC3)c2c1
-8.9% | CN1CCCN(C(=O)C2CCOCC2)c2ccccc21
u | CCOc1ccccc1Nc1ncnc2c1cnn2-c1ccc(C)cc1
-1.8% | CCOC(=O)C1CCN(c2cc3c(cc2NC(=O)c2ccc(OC)c(OC)c2)n(C)c(=O)n3C)CC1
10.3% | Cc1nc2c(c(-c3ccc(O)cc3)n1)CN(Cc1ccc(N(C)C)cc1)CCC2
-18.7% | C=CCNS(=O)(=O)c1cccc(C(=O)Nc2ccc(N3CCCCC3)c3ccncc23)c1
16.2% | CCCOc1ccc(C2C(=O)N(C3CCC(C)CC3)CC(=O)N2Cc2cccc(OC)c2)cc1OC (configuration not stated)
-23.0% | Cc1nc(C)c(C(=O)C2=C(O)C(=O)N(CCN3CCOCC3)C2c2ccc(C(C)(C)C)cc2)s1 (configuration not stated)
30.7% | Cc1ncsc1CN1CC(N(Cc2ccccc2)C2CCOCC2)C1
-6.7% | CC1C(=O)C(C)C(c2ccc(Br)cc2)NC1c1ccc(Br)cc1 (configuration not stated)
17.2% | COc1cccc(C(=O)N2CCC[C@H]2c2nc(-c3ccc(F)cc3)no2)c1
-10.8% | CCOc1ccc(CNc2ccccc2)cc1
14.9% | COc1cc(C)c(C)cc1S(=O)(=O)n1nnc2ccccc21
9.3% | Cc1noc(-c2nc(-c3ccc(Cl)cc3)no2)n1
u | O=C(N[C@@H]1CN(c2ncccn2)C[C@H]1CO)c1nccc2ccccc12
-24.0% | COc1ccc(Cc2nc(C)c(-c3ccccc3)s2)cc1OC
35.5µM* | Cn1c(C(=O)NCCN2CCOCC2)nc2nc(-c3ccccc3)c(Cl)cc21
16.0%[86.2 µM] | CCN(CC)CC[C@H]1CN(C(=O)NC2CCCCC2)CC[C@H]1CC(=O)O
u | CC(C)c1cnc2c(c1SCC(=O)c1ccc(Cl)cc1)c(=O)n(C)c(=O)n2C
7.3% | CCOc1ccc(Oc2ccc(NC(=O)c3cc(=O)[nH]c4ccccc34)cc2)cc1
15.8% | CCCCCCn1c(SCCOC)nc2c1c(=O)[nH]c(=O)n2C
0.3%[86.2 µM] | COCCNc1c(-c2noc(C)c2C(=O)Nc2ccc(Cl)cc2)cnn1C
u | Nc1nc(N)c2cc(Sc3ccc4ccccc4c3)ccc2n1
-21.1% | COc1cc(OC)c(Nc2nc3ccccc3nc2-n2nc(C)cc2C)cc1Cl
-32.5% | CCc1cc(=O)oc2cc(OCc3nc(C)no3)ccc12
9.2% | CCOC(=O)c1csc(NC(=O)C2CC(=O)N(c3n[nH]c4ccccc34)C2)n1 (configuration not stated)
13.0% | Cc1ccc(C(=O)N2[C@@H]3CC[C@H]2CC(NC(=O)c2ccncc2)C3)cc1C (some centres not stated)
-13.3% | O=C(Cc1ccc(Cl)cc1)N1CCN(C(=O)c2nnn3c2COC(c2ccccc2)C3)CC1 (configuration not stated)
u | Cc1ccccc1-c1nc2cc(NC(=O)c3cccc(OCCC(C)C)c3)ccc2o1
17.3% | Cc1cnc(NC(=O)CCNS(=O)(=O)c2c(C)c(C)cc(C)c2C)s1
22.4µM* | O=C(COc1ccccc1)N1CCC(N2CC3CC(C2)[C@H]2CCCC(=O)N2C3)CC1 (some centres not stated)
-9.1% | CN(CC(=O)Nc1cccc(F)c1)Cc1ncc(-c2ccc(F)cc2)o1
u | Cc1nc(-c2ccccc2)n(Cc2ccc(F)c(F)c2)c(=O)c1CCO
-1.9% | Cc1c(C)n(CCCN2CCOCC2)c2ncn3nc(COc4ccc(Cl)cc4)nc3c12
-4.2% | CCCCC(CC)C(=O)Nc1ccc(S(=O)(=O)Nc2nccs2)cc1 (configuration not stated)
28.2µM* | CCc1noc(-c2cccn3c(CNC(=O)C(CC)c4ccccc4)nnc23)n1 (configuration not stated)
6.3% | CCc1ccc(OCc2cccc(C(=O)O)c2)cc1
-11.7% | COc1ccc(C2=NN(C(=O)Cn3cnc4sccc4c3=O)C(c3ccco3)C2)cc1 (configuration not stated)
-21.6% | Cc1cccc(C(=O)Nc2ccc(C(=O)OCc3cc(=O)n4nc(CC(C)C)sc4n3)cc2)c1
31.6% | CCOc1cc(C(=O)Nc2ccc(S(=O)(=O)Nc3nnc(CC)s3)cc2)cc(OCC)c1OCC
2.7% | Cc1ccccc1NC(=O)CCc1c[nH]c2ccccc12
-12.8% | Cc1noc(C)c1CN(C)CC1(O)CNCCOC1 (configuration not stated)
10.0% | CC(=O)Nc1ccc(Nc2cc(N(C)C)c3nonc3c2[N+](=O)[O-])cc1
5.6% | COC(=O)[C@H](C(C)C)N(CCCc1cn(Cc2ccccc2)nn1)S(=O)(=O)c1ccc(F)cc1Br
-14.6% | COc1cccc(-c2nc(CS(=O)(=O)CC(=O)N3CCN(c4cc(C)ccc4C)CC3)c(C)o2)c1
-13.9% | CNC(=O)[C@H]1C[C@H](Oc2ccccc2)CN1C(=O)c1ccc(OC)c(OC)c1
5.3% | Cc1cnc(-c2ccccc2)n1CCNC(=O)CCC1CCCC1
u | Cc1cccn2c(CC(=O)N3CCC4(CC3)c3nc[nH]c3CCN4C)cnc12
39.8µM* | COc1cccc(-c2nc(-c3c(C)noc3C)cc3c2cc(C)n3CCN(C)C)c1
15.8% | CCCNC(=O)c1cccc(NC(=O)Nc2ccccc2)c1
-14.8% | COc1cccc(CN2C(=O)CCCCC2C(=O)NCCCN2CCc3ccccc3C2)c1 (configuration not stated)
16.6% | C=CCNC(=S)N(Cc1ccc(C)cc1)Cc1ccco1
12.3% | CC(OC(=O)Cn1cnc2c1c(=O)n(C)c(=O)n2C)C(=O)Nc1cccc(C#N)c1 (configuration not stated)

Some of the entries so far, as comma-separated lines.
molecule,KDM5B inh
O=C(NCCc1cccs1)c1ccc(CN2C(=O)CCn3nccc32)cc1,9.4%
O=C(Cc1ccc(Cl)cc1)N1CCN(C(=O)c2nnn3c2COC(c2ccccc2)C3)CC1 (configuration not stated),-13.3%

Additional entries.
KDM5B inh | compound
32.2% | O=C(NC(C1CC1)C1CC1)c1cc(F)c(Cl)cc1Cl
-5.7% | Cc1nc(N2CCC(C(=O)O)(n3cccn3)CC2)cc(-n2cccn2)n1
25.1µM* | Cc1ccc2c(C(=O)NCc3ccccc3C(F)(F)F)cc(NC(=O)C(C)C)cc2n1
20.2% | COc1ccc(C(=O)Nc2cc(-c3nc4cc(C)ccc4o3)ccc2C)cc1[N+](=O)[O-]
u | O=C(O)C1CN(c2nccc(N3CCC(O)CC3)n2)CCN1 (configuration not stated)
6.8% | C1CCN(C2(CNC3CCCC3)CCCCC2)CC1
-1.4% | Cc1ccc(N(CC(C)C)S(=O)(=O)c2nnc(NC(=O)C(C)C)s2)cc1
-18.7% | CC(=O)Nc1ccccc1-c1nc2ccccc2n(C(C)C(=O)Nc2cc(Cl)ccc2C)c1=O (configuration not stated)
19.9% | Cc1ccc2oc(C(=O)Nc3cccc(Cl)c3C)cc(=O)c2c1
u | O=C1NCCCCCCN(Cc2ccncc2)[C@@H]2CN(S(=O)(=O)c3ccccc3)CC[C@@H]12
-1.5% | O=S(=O)(Nc1cccc(F)c1)c1ccc(-c2cnc(C3CC3)o2)cc1
25.8% | Cc1ccc(-c2cn3c(n2)N(C(=O)Cn2ccnc2C)CCC3)cc1
33.6%[activator] | CCc1nccn1Cc1nnc(C2CC(N)C2)n1CCOC (configuration not stated)
21.7% | CC(=O)Nc1cccc(C(=O)N2CCC(n3cc(-c4nc(C(C)C)no4)nn3)CC2)c1
8.3% | Cc1ccc(F)cc1NC(=O)CSc1nc(-c2cccs2)cc(C(F)(F)F)n1
-8.1% | COc1ccc(C2CC(=O)C=C(Nc3ccccc3)C2)cc1 (configuration not stated)
10.2% | CC(C)OC(=O)COc1ccc2c(=O)c(Oc3ccccc3Br)coc2c1
-20.8% | O=C(CSc1nccn1-c1ccc(F)cc1)Nc1ccc(OC(F)(F)F)cc1
12.7%[86.2 µM] | O=C(CC[C@@H]1CNC(=O)[C@@H]2C[C@H](NS(=O)(=O)c3cccs3)CN12)NC1CC1
u | CCc1c(C)sc(NC(=O)C(F)(F)C(F)(F)C(F)(F)C(F)(F)F)c1C#N
5.6% | CCOC(=O)c1sc(NC(=O)c2nc(SCC)ncc2Cl)c(C(=O)OCC)c1C
15.4% | CS(=O)Cc1cccc(C(=O)NC2CCN(Cc3ccc(Cl)cc3)CC2)c1 (configuration not stated)
-3.5% | Cc1nc(Cc2nc(-c3ccc4c(c3)OCCCO4)cs2)cs1
u | Nc1ccc2oc(-c3ccccc3Br)nc2c1
-26.8% | COc1cccc([S+](=O)([O-])N2CCNc3cnc(Nc4ccc(N5CCOCC5)cc4)nc3C2)c1
-5.6% | CCOc1ccc2c(c1)c(=O)c(S(=O)(=O)c1ccc(CC)cc1)cn2Cc1cccc(Cl)c1
-17.0% | Cc1noc(C)c1S(=O)(=O)NCCC1CN(c2cnn(C)c(=O)c2)CCO1 (configuration not stated)
u | COc1ccc(-c2cc3c(nc2-c2ccccc2)nc(C(=O)NCCN(C)C)n3C)cc1OC
-9.6% | COc1ccc(OCCSc2nc3ccccc3n2CC(=O)N2CCOCC2)cc1
u | Cc1ccc(CNc2nc3nc(C)c(Cl)c(C)n3n2)cc1
u | Cc1ccc(C)c(N2CCN(C(=O)CN3CCSc4ccc(S(=O)(=O)N(C)C)cc43)CC2)c1
0.4% | Cc1ccc(C)c(NC(=O)CN2C(=O)C(c3ccccc3)=NC23CCCC3)c1
-26.3% | COc1ccc2c(Sc3ccccc3)c(C(=O)NCc3cc(Br)ccc3OC)[nH]c2c1
-6.1%[86.2 µM] | CCN(CC)[C@H]1[C@@H]2OC[C@@H](O2)[C@@H](NC(=O)Nc2cccc(OC)c2)[C@@H]1O
-11.6% | CCOc1ccc(OC(=O)c2c(-c3ccccc3Cl)noc2C)cc1
6.0% | O=C(NCc1ccncc1)c1cc(-c2ccc(Cl)cc2)oc1C(F)(F)F
-11.6% | COc1ccccc1/C=C/C1(C(=O)NC2CCCC2)CC(=O)N1c1ccccc1 (configuration not stated)
-20.2%[86.2 µM] | COc1cccc(Nc2cc3c(cn2)CN(Cc2cccnc2)CCN3)c1
u | Cc1cc(C)c([S+](=O)([O-])c2nnn3c2nc(N2CCCCC2)c2ccccc23)c(C)c1
-8.9%[86.2 µM] | CCCCCC(=O)N[C@H]1C[C@@H](Cc2cc(COc3ccccc3)on2)C1(C)C

6 entries drawn at random from those above:
KDM5B inh | compound
u | COc1ccc(-c2cc3c(nc2-c2ccccc2)nc(C(=O)NCCN(C)C)n3C)cc1OC
u | Cc1ccc(CNc2nc3nc(C)c(Cl)c(C)n3n2)cc1
-11.6% | CCOc1ccc(OC(=O)c2c(-c3ccccc3Cl)noc2C)cc1
-11.6% | COc1ccccc1/C=C/C1(C(=O)NC2CCCC2)CC(=O)N1c1ccccc1 (configuration not stated)
u | Cc1cc(C)c([S+](=O)([O-])c2nnn3c2nc(N2CCCCC2)c2ccccc23)c(C)c1
u | Nc1ccc2oc(-c3ccccc3Br)nc2c1

More structures follow.
KDM5B inh | compound
-1.6% | COc1ccc(C(=O)N2CCCCCCNC(=O)[C@@H]3CCC[C@@H]32)cn1
-8.1% | Cc1cnc(-c2ccncc2)n1CCNC(=O)CCC1CCCC1
22.8% | CC(C)(C)c1ccc(COC(=O)c2cc(=O)c3ccccc3o2)cc1
u | O=C1C(CSCc2ccccc2)NC(=S)N1c1ccccc1 (configuration not stated)
-6.9% | CCC(Sc1nc(-c2ccccc2F)nc2c1Cc1c(CO)cnc(C)c1O2)C(=O)Nc1cc(C)ccc1C (configuration not stated)
16.4% | Cc1ccc(OCC(=O)N(C)CC(=O)Nc2c(Cl)cccc2Cl)cc1C
-12.6% | CC(C)CCn1c(SCCc2ccccc2)nc2c1c(=O)n(C)c(=O)n2C
i | CCOc1ccc(-c2cc(=O)c3ccccc3o2)cc1
7.2% | COC(=O)c1cccc(NC(=S)N[C@H]2CO[C@H]3[C@@H]2OC[C@@H]3n2nnnc2-c2cccc(OC)c2)c1
u | CC(NC(=O)c1cccc(N(C)C)c1)c1ccc(Cl)s1 (configuration not stated)
22.7%[149 µM] | O=C1CC2CCN(C(=O)C3CCCC3)CC2CCN1 (configuration not stated)
-2.8% | CCCCOc1ccc(C(=O)N2CCC[C@H]2c2nc(-c3ccccc3)no2)cc1
15.2% | COc1ccc2[nH]cc(C3N4CC5(C)CN3CC(C)(C4)C5=O)c2c1 (configuration not stated)

In the list so far, 2 contain a nitro group on carbon:
KDM5B inh | compound
10.0% | CC(=O)Nc1ccc(Nc2cc(N(C)C)c3nonc3c2[N+](=O)[O-])cc1
20.2% | COc1ccc(C(=O)Nc2cc(-c3nc4cc(C)ccc4o3)ccc2C)cc1[N+](=O)[O-]
